BLM helicase inh: qHTS Assay for Inhibitors of Bloom's syndrome helicase (BLM). recombinant BLM DNA unwinding, fluorescence dequenching. Potency, µM (highest dose often 56.1 µM), inactives show at the highest dose activity change, negative = inhibition, hits mostly inhibitors. AID 2528, 2010. hit rate 0.2% among 350,000. RecQ-like DNA helicase BLM (Homo sapiens), P54132;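 note: plate controls were vehicle for no effect and no enzyme for full effect; nearly all actives have a fitted effect of over 35% in size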
BAZ2B inh: qHTS Assay for Inhibitors of BAZ2B; Bromodomain adjacent to zinc finger domain protein 2B (Homo sapiens), Q9UIF8; AlphaScreen BAZ2B-H3K14Ac peptide displacement; Potency, µM (top dose mostly 114 µM), for the others: top-dose activity change, negative = inhibition, usual class: inhibitors; hit rate 4.4% among 360,000; AID 504333, 2011; note: % is set by controls: 0 for no effect and ±100 for the full control effect; nearly all actives have a fitted effect of over 60% in size
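Protein-peptide AlphaScreen: BAZ2B 50 nM, b-H3K14Ac 50 nM, 1x PBS pH 7.4 + 0.01% Tween-20. Preincubation 30 min RT; cpd 30 min RT (top 110 uM); beads 20 min RT, light-protected.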
APEX1 inh: qHTS Assay for Inhibitors of the Human Apurinic/apyrimidinic Endonuclease 1 (APE1). recombinant APE1, TAMRA/BHQ-2 abasic DNA cleavage fluorescence. Potency, µM (highest dose often 65.8 µM), without a hit: at the highest dose activity change, negative = inhibition, hits mostly inhibitors. hit rate 0.35% among 350,000;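 note: plate controls were vehicle for no effect and reference inhibitor for full effect; nearly all actives have a fitted effect of over 55% in size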
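Readout is kinetic fluorescence (ex 525, em 598 nm) from cleavage of 50 nM TAMRA/BHQ-2 THF abasic duplex by 0.75 nM APE1, compound added 15 min beforehand at RT.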
Apoferritin bind: qHTS Assay for Identification of Novel General Anesthetics; apoferritin/1-aminoanthracene competitive binding, fluorescence; Potency, µM (series often up to 77.5 µM), inactives show at the highest dose activity change, negative = displacement, most hits filed as inhibitors; hit rate 0.074% among 350,000; AID 485281, 2010; note: % is set by controls: 0 for no effect and ±100 for the full control effect; nearly all actives have a fitted effect of over 20% in size
Target sequence (P02791 2-175 limits assumed): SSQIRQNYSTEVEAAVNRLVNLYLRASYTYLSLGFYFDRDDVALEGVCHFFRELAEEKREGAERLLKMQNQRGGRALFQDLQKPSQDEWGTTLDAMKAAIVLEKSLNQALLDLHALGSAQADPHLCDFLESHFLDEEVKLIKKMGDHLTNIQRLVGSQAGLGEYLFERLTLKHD
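Steps: apoferritin (10 uM) was premixed with half-saturated 1-AMA in PBS, compounds were pin-transferred, plates stood 10 min at room temperature, fluorescence was read at 380/535 nm, and curves were fitted with a Hill equation.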
Pol iota inh: qHTS for Inhibitors of Polymerase Iota. DNA polymerase iota (Homo sapiens), Q9UNA4. Pol iota fluorescent replication assay, 10 min. Potency, µM (top dose mostly 115 µM), for the others: at the top dose activity, negative = inhibition, actives largely listed as inhibitors. hit rate 1% among 390,000. AID 588590, 2011
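Pol iota at 10 nM preincubated 15 min with compounds at room temperature; reaction started with fluorescent substrate, 50 nM final. Fluorescence read kinetically at 0 and 10 min; buffer-only wells as negative control.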
POLK inh: qHTS for Inhibitors of Polymerase Kappa. DNA polymerase kappa (Homo sapiens), Q9UBT6. purified Pol kappa, fluorescent DNA synthesis assay, 10 min. Potency, µM (series often up to 107 µM), inactives show at the top dose activity, negative = inhibition, actives largely listed as inhibitors. hit rate 0.53% among 400,000; note: % is set by controls: 0 for no effect and ±100 for the full control effect
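Readout: fluorescence, taken kinetically at 0 and 10 min. Conditions: 10 nM Pol kappa, 15 min RT compound preincubation, 50 nM substrate final. Controls: enzyme-free buffer wells.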
Pol eta inh: qHTS for Inhibitors of Polymerase Eta; recombinant Pol eta, fluorescent DNA replication assay; DNA polymerase eta (Homo sapiens), Q9Y253; Potency, µM (titrated, usually from 114 µM), for the others: top-dose activity change, negative = inhibition, hits mostly inhibitors; AID 588591, 2011; hit rate 1.2% among 390,000; note: % is set by controls: 0 for no effect and ±100 for the full control effect
Target sequence (Q9Y253 whole entry, looked up): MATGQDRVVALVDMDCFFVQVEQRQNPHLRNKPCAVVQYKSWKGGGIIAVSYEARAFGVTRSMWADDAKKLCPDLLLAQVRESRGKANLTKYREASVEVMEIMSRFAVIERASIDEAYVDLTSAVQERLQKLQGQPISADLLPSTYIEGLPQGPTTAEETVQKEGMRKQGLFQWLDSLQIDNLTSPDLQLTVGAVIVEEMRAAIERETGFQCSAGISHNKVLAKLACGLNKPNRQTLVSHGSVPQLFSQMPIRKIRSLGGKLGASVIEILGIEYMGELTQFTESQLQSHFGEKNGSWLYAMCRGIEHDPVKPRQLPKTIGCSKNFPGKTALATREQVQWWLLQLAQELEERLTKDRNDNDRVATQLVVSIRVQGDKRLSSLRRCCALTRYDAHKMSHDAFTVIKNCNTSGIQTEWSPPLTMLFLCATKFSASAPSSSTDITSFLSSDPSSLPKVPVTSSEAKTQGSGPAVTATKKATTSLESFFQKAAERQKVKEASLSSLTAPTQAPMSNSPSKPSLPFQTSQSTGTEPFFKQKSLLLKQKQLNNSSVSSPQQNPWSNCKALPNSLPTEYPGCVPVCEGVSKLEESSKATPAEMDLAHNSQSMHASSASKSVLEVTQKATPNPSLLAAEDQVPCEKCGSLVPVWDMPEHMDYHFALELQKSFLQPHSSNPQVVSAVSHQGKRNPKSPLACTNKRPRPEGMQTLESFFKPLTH
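Fluorescent replication assay: 50 nM final substrate added after a 15 min room-temperature compound preincubation with 10 nM enzyme. Signal taken at 0 min and again at 10 min.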
POLB inh: qHTS Assay for Inhibitors of DNA Polymerase Beta; hit rate 1.3% among 340,000; Pol beta primer extension/strand displacement, fluorescence kinetic; Potency, µM (series often up to 114 µM), without a hit: at the top dose activity change, negative = inhibition, usual class: inhibitors; note: % is set by controls: 0 for no effect and ±100 for the full control effect
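Enzyme-only controls used 10 nM Pol beta; buffer lacking enzyme served as negative control. Compound preincubated 15 min, then 50 nM substrate added; 0 and 10 min reads at room temperature.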
G9a inh: qHTS Assay for Inhibitors of Histone Lysine Methyltransferase G9a; G9a H3K9 monomethylation, AlphaScreen, 2 h; Potency, µM (series often up to 102 µM), for inactives: at the top dose activity, negative = inhibition, hits mostly inhibitors; hit rate 8.8% among 350,000; note: % is set by controls: 0 for no effect and ±100 for the full control effect; nearly all actives have a fitted effect of over 75% in size
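Signal arises when biotinylated H3K9 peptide, once monomethylated, bridges streptavidin donor and antibody-captured acceptor beads. Enzyme at 20 nM was preincubated 15 min with test compounds; peptide 500 nM and SAM 20 uM then reacted for 2 h.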
* = called active by the depositor; ? = inconclusive; / = no result given; & = joins results of further samples; [ ] = dose if it differs, or a comment. Calls come from the whole dose curve; as a rule, active = well fitted curve in the direction sought with a large enough effect; inconclusive = small, poorly fitted or top-dose-only effect, or another doubt; inactive = no such curve, though single readings can be large; an effect the other way counts as inactive or inconclusive. Potency is the fitted concentration of half-maximal effect. Some of the compounds tested (hit frequency here may not be typical).

SMILES	BLM helicase inh	BAZ2B inh	APEX1 inh	Apoferritin bind	Pol iota inh	POLK inh	Pol eta inh	POLB inh	G9a inh
CC1(CC(=O)N/N=C/c2ccc(-c3cccc(C(F)(F)F)c3)o2)OCCO1	1%	3%	17%	7%	40%[activator]	-21%	-30%	40%	8%[59 µM]
Cc1ccc(S(=O)(=O)NC2(C(F)(F)F)C(=O)Nc3c2c(=O)n(C)c(=O)n3C)cc1 (stereo not drawn)	1%	-10%	5%	2%	-9%	-9%	-5%	5%	?
CCOC(=O)N1CCC(NC(=O)c2cc(-c3ccc(F)cc3)[nH]c2C)CC1	0%	-39%	-5%	-11%	31%[activator]	-19%	-3%	2%	?
CC(OC(=O)c1cccc(-n2cnnn2)c1)C(=O)Nc1ccc(N(C)C)cc1 (stereo not drawn)	/	-5%	-5%	/	47%[activator]	-16%	-13%	/	7.1µM*
COc1ccc(CNC(=O)c2cc3c(=O)[nH]c4ccc(C)cc4c3s2)c(OC)c1	0%	10%	/	-6%	39%	2%	-9%	4%	9%[59 µM]
CCOC(=O)c1cc(-c2ccccc2)nc2nc(N3CCCCC3)sc12	-8%	45%[activator]	?	12%	152%[activator]	-5%	-6%	19%	17%[59 µM]
Cc1ccc2c(c1)N(C(=O)CCC(=O)NCCCN1CCOCC1)CC(C)O2 (stereo not drawn)	-3%	-6%	14%	-13%	29%	-2%	-20%	16%	-8%
COC(=O)c1ccc(C23CC4(C2)[C@H](CN(Cc2ccc(C(F)(F)F)cc2)[C@@H]4c2ccccc2)C3c2ccc(C(F)(F)F)cc2)cc1 (stereo partly drawn)	1%&-9%	-2%	-1%&12%	10%&-12%	/	/	/	?	-14%[12.7 µM]
COc1ccc(NC(=O)Cn2c(C)c3cnn(-c4ccccc4)c(=O)c3c2C)c(OC)c1	-2%	-25%	/	-5%	32%[activator]	-4%	-17%	-1%	-7%[59 µM]
COc1ccc(CCNC(=O)CN(c2cc(C(F)(F)F)ccc2Cl)S(C)(=O)=O)cc1	-4%	-1%	/	-10%	9%	-6%	-19%	3%	-9%[59 µM]
CC1(C)CC(=O)C(CC2C(=O)CC(C)(C)CC2=O)C(=O)C1	-5%	-3%	0%	0%	18%	-15%	1%	12%	22µM*
Cc1ccsc1-c1n[nH]c(=S)n1C1CCCCC1	7%	-8%	-2%	-13%	4%	-3%	-7%	23%	1.6µM*
COc1ccc(CCn2nc(C)c([N+](=O)[O-])c2C)cc1	-1%	-1%	-1%	-7%	28%	-5%	-14%	0%	-3%
C=C1CCN(C(C(=O)O)C(C)C)S(=O)(=O)c2ccccc21 (stereo not drawn)	3%	/	22%	5%	?	?	/	/	/
Cc1cc(=O)oc2cc(NS(=O)(=O)c3ccccc3)ccc12	-2%	6%	-5%	367%[activator]	4%	-4%	-17%	17%	5%
Cc1ccc(C2CC(c3ccccc3)=NN2C(=S)Nc2ccccc2)o1 (stereo not drawn)	-16%	-10%	3%	-2%	-5%	-4%	-20%	-5%	-3%[12.7 µM]
CCCCOc1ccccc1Cn1c(=O)oc2ccc(C)cc21	-8%	105%[activator]	-8%	0%	8%	-21%	-9%	2%	70%[activator][59 µM]
COc1ccc(Cl)cc1NC(=O)CN(C)CC(=O)NCc1ccc(F)cc1	/	/	0%	/	26%	7%	-16%	/	/
CCc1nccn1CCC(=O)N1CCCC(Nc2ccc(F)cc2)C1 (stereo not drawn)	3%	-16%[57.1 µM]	25%	1%	23%	-2%	7%	9%	2%
CC(C)(C)Cc1nnc(NC(=O)CN2C(=O)c3ccccc3C2=O)s1	0%	-26%	-1%	?	59%[activator]	-3%	-20%	-4%	35µM*
Cc1cccc(-n2cccc2)c1C#N	-1%	-38%	-1%	?	41%[activator]	-5%	-17%	7%	1%
CN(C(=O)Cc1c(C(=O)O)n(C)c2ccccc12)c1ccc(Cl)cc1	-1%	-4%	6%	4%	138%[activator]	-3%	-9%	-12%	26%
CN(CC(=O)Nc1cccc(F)c1)C(=O)c1cn(-c2ccccc2)nc1-c1ccc(Cl)cc1	/	-1%	-11%	/	-3%	-10%	-9%	/	18%[12.7 µM]
COc1cc(-c2nnc(SCC(=O)NC(C)C)o2)cc(OC)c1OC	-4%	-13%	/	?	4%	?	0%	-11%	-23%[59 µM]
N#Cc1cccc(NC(=O)COC(=O)c2cccc(N3C(=O)c4ccccc4C3=O)c2)c1	-3%	-25%	7%	1%	9%	3%	-16%	-10%	5%
COc1ccc2c(c1)OC1=C(C(=O)CCC1)C2C1=C(O)CCCC1=O (stereo not drawn)	-3%	-24%	-1%	-12%	?	-1%	2%	3%	26%[12.7 µM]
CC1CN(C(=O)COC(=O)c2cc(Cl)ccc2[N+](=O)[O-])CC(C)O1 (stereo not drawn)	-1%	0%	1%	-5%	-14%	0%	-2%	20%	-1%
Cc1ccccc1NC(=S)N(C)Cc1cccs1	0%	3%	3%	-22%	15%	-9%	-2%	17%	-3%[12.7 µM]
O=c1[nH]cnc2c1c(-c1ccccc1)cn2-c1ccc(Br)cc1	1%	1%	-7%	-6%	10%	-12%	-8%	0%	5%[59 µM]
Cn1c(CC(=O)NNC(=O)c2ccc(Cl)nc2)nc2ccccc21	/	/	12%	/	61%[activator]	-7%	-4%	/	/
Cn1c(=O)c2c(nc(SCc3nc(N)nc(N4CCCCC4)n3)n2C)n(C)c1=O	3%	-6%	5%	-11%	-12%	-1%	-9%	-1%	17%
COc1cc(OC)cc(C(=O)Nc2ccccc2S(=O)(=O)N2CCCC2OC(C)=O)c1 (stereo not drawn)	-15%	0%	12%	-12%	16%	5%	-19%	-12%	-9%
CSc1ccc(S(=O)(=O)N(CC(=O)NCc2ccccn2)c2ccc(C)cc2)cc1	-4%	-36%	52%[activator][12.4 µM]	-8%	-10%	4%	-13%	4%	2%[59 µM]
COc1ccccc1C(=O)Nc1ccccc1C(=O)N1CCCC1	0%	1%	3%	-8%	13%	0%	-11%	?	9%[12.7 µM]
C=C(C)CSc1cc(C)c(C#N)c2nc3ccccc3n12	-5%	-24%	2%	239%[activator]	31%[activator]	-3%	?	?	1.4µM*
COC(=O)C1CC(O)CN1S(=O)(=O)c1ccc2ccccc2c1 (stereo not drawn)	/	-5%	5%	/	6%	-7%	-6%	/	7%[12.7 µM]
COc1ccc(C(=O)NCCS(=O)(=O)N2CCOCC2)cc1	/	10%	34%	/	55%[activator]	-8%	-9%	/	-42%
CCN(C[C@H]1N[C@@](Cc2ccccc2)(C(=O)OC)[C@H]2C(=O)N(Cc3ccccc3)C(=O)[C@@H]12)S(=O)(=O)c1ccc(C(F)(F)F)cc1	/	/	2%	/	?	-1%	-25%	/	/
CC(NS(=O)(=O)c1ccc2c(c1)C(=O)c1cc(S(=O)(=O)NC(C)C(=O)O)ccc1-2)C(=O)O (stereo not drawn)	-3%	-20%	-20%	-8%	20%	-25%	5%	-8%	28µM*
CCCC(=O)Nc1ncnc2c1ncn2[C@@H]1O[C@@H]2COP(=O)(O)O[C@H]2[C@H]1OC(=O)CCC	-2%&1%&-5%	-10%	18%&-7%&-9%	4%&3%	14%&-2%	9%	-7%&3%	9%	-9%[59 µM]
Cc1ccc(CN2C(=O)C3(SCC(=O)N3c3ccc(C)c(C)c3)c3ccccc32)cc1 (stereo not drawn)	-6%	?	/	-15%	2%	-9%	-7%	-2%	-53%[59 µM]

Sorted by length of the SMILES (rising): eight of the compounds above
SMILES	BLM helicase inh	BAZ2B inh	APEX1 inh	Apoferritin bind	Pol iota inh	POLK inh	Pol eta inh	POLB inh	G9a inh
C=C(C)CSc1cc(C)c(C#N)c2nc3ccccc3n12	-5%	-24%	2%	239%[activator]	31%[activator]	-3%	?	?	1.4µM*
COC(=O)C1CC(O)CN1S(=O)(=O)c1ccc2ccccc2c1 (stereo not drawn)	/	-5%	5%	/	6%	-7%	-6%	/	7%[12.7 µM]
Cn1c(=O)c2c(nc(SCc3nc(N)nc(N4CCCCC4)n3)n2C)n(C)c1=O	3%	-6%	5%	-11%	-12%	-1%	-9%	-1%	17%
COc1cc(OC)cc(C(=O)Nc2ccccc2S(=O)(=O)N2CCCC2OC(C)=O)c1 (stereo not drawn)	-15%	0%	12%	-12%	16%	5%	-19%	-12%	-9%
Cc1ccc(CN2C(=O)C3(SCC(=O)N3c3ccc(C)c(C)c3)c3ccccc32)cc1 (stereo not drawn)	-6%	?	/	-15%	2%	-9%	-7%	-2%	-53%[59 µM]
CC(NS(=O)(=O)c1ccc2c(c1)C(=O)c1cc(S(=O)(=O)NC(C)C(=O)O)ccc1-2)C(=O)O (stereo not drawn)	-3%	-20%	-20%	-8%	20%	-25%	5%	-8%	28µM*
CCCC(=O)Nc1ncnc2c1ncn2[C@@H]1O[C@@H]2COP(=O)(O)O[C@H]2[C@H]1OC(=O)CCC	-2%&1%&-5%	-10%	18%&-7%&-9%	4%&3%	14%&-2%	9%	-7%&3%	9%	-9%[59 µM]
CCN(C[C@H]1N[C@@](Cc2ccccc2)(C(=O)OC)[C@H]2C(=O)N(Cc3ccccc3)C(=O)[C@@H]12)S(=O)(=O)c1ccc(C(F)(F)F)cc1	/	/	2%	/	?	-1%	-25%	/	/

Screens (PubChem BioAssay)
